Assay outcomes as filed in PubChem.
AMPAR-TARP mod = modulates AMPAR-stargazin complexes. 3.5% of 40,000 active. O88602+P19491. AID 1259245. calls only at 30 µM. HEK293 GluA2+stargazin, membrane potential dye (FDSS), glutamate EC50; hits were called plate by plate, in both directions;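 active means any of four per-well response measures lying three or more SD from its plate-wide compound average, in either direction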
Target sequence (O88602 whole entry, looked up): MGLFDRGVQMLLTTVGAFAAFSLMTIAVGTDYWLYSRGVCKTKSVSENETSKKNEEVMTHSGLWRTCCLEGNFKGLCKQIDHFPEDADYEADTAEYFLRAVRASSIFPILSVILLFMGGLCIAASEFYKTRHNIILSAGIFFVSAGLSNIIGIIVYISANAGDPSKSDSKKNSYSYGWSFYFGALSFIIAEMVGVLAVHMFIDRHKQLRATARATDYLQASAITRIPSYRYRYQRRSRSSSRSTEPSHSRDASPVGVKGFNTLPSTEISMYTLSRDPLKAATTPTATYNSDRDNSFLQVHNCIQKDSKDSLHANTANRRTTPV
Target sequence (P19491 whole entry, looked up): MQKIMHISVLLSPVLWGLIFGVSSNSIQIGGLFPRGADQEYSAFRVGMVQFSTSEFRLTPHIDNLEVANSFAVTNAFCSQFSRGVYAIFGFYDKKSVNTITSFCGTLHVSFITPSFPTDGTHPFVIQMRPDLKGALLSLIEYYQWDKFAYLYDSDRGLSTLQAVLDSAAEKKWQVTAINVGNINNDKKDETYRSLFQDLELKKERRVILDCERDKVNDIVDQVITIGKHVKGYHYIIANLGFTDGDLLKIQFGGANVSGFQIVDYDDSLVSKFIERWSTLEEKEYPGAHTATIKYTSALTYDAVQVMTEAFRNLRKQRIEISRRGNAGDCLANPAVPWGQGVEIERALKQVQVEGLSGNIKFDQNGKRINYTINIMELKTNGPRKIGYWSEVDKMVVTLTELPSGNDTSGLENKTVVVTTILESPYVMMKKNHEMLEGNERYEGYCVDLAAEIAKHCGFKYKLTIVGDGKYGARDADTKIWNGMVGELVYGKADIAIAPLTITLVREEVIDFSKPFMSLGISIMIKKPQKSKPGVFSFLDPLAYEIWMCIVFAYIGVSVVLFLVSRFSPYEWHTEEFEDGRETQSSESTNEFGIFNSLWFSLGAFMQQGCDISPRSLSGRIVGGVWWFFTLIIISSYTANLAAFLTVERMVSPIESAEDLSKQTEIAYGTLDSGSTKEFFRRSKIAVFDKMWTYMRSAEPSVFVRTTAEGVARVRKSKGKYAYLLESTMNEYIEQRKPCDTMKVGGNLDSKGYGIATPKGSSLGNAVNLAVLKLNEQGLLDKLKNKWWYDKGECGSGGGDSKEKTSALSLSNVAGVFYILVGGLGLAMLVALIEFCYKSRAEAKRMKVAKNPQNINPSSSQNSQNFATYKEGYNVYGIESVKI
AMPAR-TARP mod agonism max-min = recorded beside AMPAR-TARP mod, whose call it bears; compound max-min signal; compound-alone response (agonism);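 unitless range of fluorescence divided by baseline over first 100 seconds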
AMPAR-TARP mod glutamate slope = second read-out of AMPAR-TARP mod, no call of its own (marks repeat the call); glutamate slope, % of max; measured here: glutamate response slope, % max;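 scaled per plate between vehicle wells and maximal 1 mM glutamate control wells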
Starred values were filed as active, the others as inactive; i = inactive; + = active, no number.

Values run as follows: AMPAR-TARP mod | AMPAR-TARP mod agonism max-min | AMPAR-TARP mod glutamate slope
- COc1ccc(Cn2c(=O)c3sccc3n(Cc3nc(-c4ccc(C)c(C)c4)no3)c2=O)cc1
 : i | 0.095 | 51
- Cc1cccc(NC(=O)c2ccc(=O)n(Cc3cccc(Cl)c3)c2)c1
 : i | 0.088 | 47
- COC(=O)C(C)Oc1ccc2c(c1)O/C(=C\c1cccs1)C2=O (stereo not given)
 : i | 0.14 | 57
- O=C(c1ccoc1)N(c1ccccc1)C1CCCCC1
 : i | 0.11 | 51
- CC(=O)N1CCN(c2ccnc3c2c(=O)n(Cc2cccc(F)c2)c(=O)n3C)CC1
 : i | 0.065 | 51
- Cc1ccc(NC(=O)C(=O)NCCC(O)c2cccs2)cc1C (stereo not given)
 : i | 0.13 | 45
- O=C(Nc1sc2c(c1-c1nc3ccccc3s1)CCCC2)c1cccnc1
 : i | 0.067 | 36
- COCCn1cnc2c(-c3ccccc3)cn(CC(=O)Nc3ccc(OC)c(OC)c3)c2c1=O
 : i | 0.027 | 51
- COc1ccc(OC)c(NC(=O)Cn2nc(SC)c(S(=O)(=O)c3ccc(C)cc3)c2N)c1
 : i | 0.092 | 44
- CCCCN1C(=O)CC(Nc2ccc(CC)cc2)C1=O (stereo not given)
 : i | 0.14 | 49
- COc1cc(C(=O)Nc2ccc(N3CCN(C)CC3)cc2)ccc1OCc1ccc(Cl)cc1
 : i | 0.051 | 47
- CCCCc1ccc(-n2c(C)c(C)n3c4c(=O)n(CC(=O)OC)c(=O)n(C)c4nc23)cc1
 : i | 0.099 | 76
- COC(=O)Cc1ccc(NC(=S)N2CCC(C(N)=O)(N3CCCCC3)CC2)cc1
 : i | 0.05 | 36
- COc1ccc(Cl)cc1NC(=O)Nc1ccc2c(c1)C(=O)N1CCCCC1CCO2 (stereo not given)
 : i | 0.13 | 54
- CCCOc1ccc(-n2nnc(C(=O)NCc3ccccc3)c2C)cc1
 : i | 0.1 | 56
- O=C(CSc1cc(N2CCCCC2)ncn1)Nc1cc(Cl)ccc1Cl
 : i | 0.073 | 62
- COc1cc(S(=O)(=O)Nc2cccc3cn[nH]c23)c(OC)cc1C
 : i | 0.13 | 67
- O=C(CSc1nc2c(sc(=S)n2-c2ccc(Cl)cc2)c(=O)[nH]1)NCc1ccco1
 : i | 0.073 | 46
- CCn1c(=O)c(C(=O)Nc2ccccc2C(F)(F)F)cc2cccnc21
 : i | 0.052 | 53
- COc1ccc(N2CCN(C(=O)c3ccccc3I)CC2)nn1
 : i | 0.05 | 43
- O=C(NCCCN1CCOCC1)c1ccc(N2CCCCS2(=O)=O)cc1
 : i | 0.097 | 36
- O=C(Nc1ccc(N2CCCS2(=O)=O)cc1)c1ccccc1[N+](=O)[O-]
 : i | 0.037 | 39
- O=C(c1cccs1)N(Cc1ccco1)c1nc2c(F)cc(F)cc2s1
 : i | 0.069 | 60
- CCOC(=O)c1csc(NC(=O)c2ccc(S(=O)(=O)N(C)Cc3ccco3)cc2)n1
 : i | 0.054 | 39
- Cc1ccc(-n2ccnc2N2CCN(C(=O)c3ccc(OC(C)C)cc3)CC2)cc1
 : i | 0.092 | 40
- CCOc1ccc(-c2ccc(C)c(NC(=O)c3ccc(S(=O)(=O)N(C)C)cc3)c2)nn1
 : i | 0.049 | 31
- COc1ccc(C(=O)CSc2nnc(CCn3ccc(=O)[nH]c3=O)o2)cc1OC
 : i | 0.13 | 46
- O=C(NCCc1cccs1)C(=O)Nc1cccnc1
 : i | 0.13 | 53
- O=C1SC(Nc2cccc([N+](=O)[O-])c2)C(=O)N1c1ccc(F)cc1 (stereo not given)
 : i | 0.13 | 55
- Cc1c(C(=O)O)sc2nc3n(c(=O)c12)CCC3
 : i | 0.072 | 75

Just AMPAR-TARP mod and AMPAR-TARP mod agonism max-min, for some of the entries so far:
structure,AMPAR-TARP mod,AMPAR-TARP mod agonism max-min
O=C(Nc1ccc(N2CCCS2(=O)=O)cc1)c1ccccc1[N+](=O)[O-],i,0.037
O=C(c1cccs1)N(Cc1ccco1)c1nc2c(F)cc(F)cc2s1,i,0.069

Laid out differently: results already given.
| AMPAR-TARP mod | AMPAR-TARP mod agonism max-min | AMPAR-TARP mod glutamate slope | structure |
| --- | --- | --- | --- |
| i | 0.092 | 40 | Cc1ccc(-n2ccnc2N2CCN(C(=O)c3ccc(OC(C)C)cc3)CC2)cc1 |
| i | 0.049 | 31 | CCOc1ccc(-c2ccc(C)c(NC(=O)c3ccc(S(=O)(=O)N(C)C)cc3)c2)nn1 |
| i | 0.13 | 46 | COc1ccc(C(=O)CSc2nnc(CCn3ccc(=O)[nH]c3=O)o2)cc1OC |
| i | 0.13 | 53 | O=C(NCCc1cccs1)C(=O)Nc1cccnc1 |

The listing continues.
Values run as follows: AMPAR-TARP mod | AMPAR-TARP mod agonism max-min | AMPAR-TARP mod glutamate slope
- CCOC(=O)c1sc(NC(=O)c2cc(C)nn2CC)cc1C
 : i | 0.14 | 45
- CCOC(=O)C1CCc2sc(NC(=O)Cn3nnc4ccccc4c3=O)nc21 (stereo not given)
 : i | 0.13 | 54
- Cc1sc2ncn(C)c(=O)c2c1-c1ccc(Br)cc1
 : i | 0.064 | 55
- O=S(=O)(c1ccc(Cl)c(C(F)(F)F)c1)N1CCN(Cc2ccccc2)CC1
 : i | 0.082 | 61
- Cc1cc(C)cc(NC(=O)Cn2c(=O)n(Cc3cccs3)c(=O)c3ncccc32)c1
 : i | 0.072 | 60
- Cn1ccnc1N1CCN(C(=O)C2(c3cccs3)CCCC2)CC1
 : i | 0.023 | 37
- Cc1ccc(Nc2nnnc3c2cnn3-c2ccccc2)c(C)c1
 : i | 0.14 | 51
- O=C(CCS(=O)(=O)c1ccccc1)Nc1ccc2c(c1)N(C(=O)c1cccs1)CC2
 : i | 0.11 | 50
- COc1ccc(N2CCCS2(=O)=O)cc1NC(=O)Nc1ccc2c(c1)OCO2
 : i | 0.095 | 50
- CCOC(=O)c1sc(NC(=O)c2ccc(S(=O)(=O)N(C)Cc3ccco3)cc2)cc1C
 : i | 0.078 | 45
- O=C(NCCCn1nc(-c2ccccc2)ccc1=O)c1ccccc1C(F)(F)F
 : i | 0.052 | 61
- COc1ccc(OC)c(COCC(O)CN2CCCCC2)c1 (stereo not given)
 : i | 0.1 | 65
- COc1cc(C(=O)Nc2cc3c4c(c2)CCN4C(=O)CC3)cc(OC)c1OC
 : i | 0.12 | 40
- COc1ccc(OCC(=O)NCC(c2cccs2)N(C)C)cc1 (stereo not given)
 : i | 0.04 | 48
- CCOc1ccc(C)cc1S(=O)(=O)NCc1ccsc1
 : i | 0.028 | 32
- COc1ccc(Cl)cc1NC(=O)c1ccc(=O)n(Cc2ccccc2)c1
 : i | 0.049 | 55
- COc1cccc2cc(C(=O)NCC(O)(c3ccccc3)C3CC3)oc12 (stereo not given)
 : i | 0.11 | 59
- COc1cc(N2CCN(C(=O)c3sc(C)nc3C)CC2)nc(C)n1
 : i | 0.047 | 59
- O=C(CSc1ccc(NC(=O)c2cccs2)nn1)NCc1ccc2c(c1)OCO2
 : i | 0.1 | 50
- O=C(N1CCOCC1)N1CCCN(C(=O)N2CCOCC2)CC1
 : i | 0.045 | 48
- CCOc1ccccc1NC(=O)C(=O)NCC1COC2(CCCC2)O1 (stereo not given)
 : i | 0.039 | 54
- O=C1NC2(CCN(S(=O)(=O)c3cccc(F)c3)CC2)C(=O)N1CCOc1ccccc1
 : i | 0.11 | 42
- CSc1ncccc1C(=O)Nc1ccc2c(c1)CN(C(=O)C1CC1)CC2
 : i | 0.061 | 54
- CCCOc1ccc(/C=C/C(=O)N2CCCCCC2)cc1
 : i | 0.051 | 87
- Cc1cc(C(=O)NCC2CCN(C(=O)COc3ccccc3)CC2)c(C)o1
 : i | 0.069 | 58
- COc1ccc(/C=C2\SC(=S)N(c3ccc(C(=O)O)c(O)c3)C2=O)cc1OC
 : i | 0.061 | 50
- Cc1[nH]c2ccccc2c1C(=O)C(=O)Nc1nn(C)c2c1C(c1ccco1)CC(=O)N2 (stereo not given)
 : i | 0.14 | 63
- CCc1ccc(N2CC(c3nc4ccccc4n3CC(=O)NC(C)C)CC2=O)cc1 (stereo not given)
 : i | 0.12 | 62
- O=C(Nc1nnc(Cc2cccs2)o1)c1ccc(Cl)cc1
 : i | 0.099 | 68
- CC(C)S(=O)(=O)c1ccc(CC(=O)NCC(O)c2cccn2C)cc1 (stereo not given)
 : i | 0.12 | 59
- COc1cccc2cc(C(=O)Nc3ccc(C)c(N4CCCCC4=O)c3)oc12
 : i | 0.084 | 57
- CN(C)C(=O)Cc1ccc(NC(=O)c2cnccn2)cc1
 : i | 0.042 | 37
- O=C(CSc1nccn(-c2ccc(F)cc2)c1=O)c1cccc(Cl)c1
 : i | 0.045 | 52
- Cn1ccnc1N1CCN(C(=O)c2ccc(Cl)cc2Cl)CC1
 : i | 0.057 | 60
- CCOC(=O)N1CCN(S(=O)(=O)c2cc(N3C(=O)CCS3(=O)=O)ccc2C)CC1
 : i | 0.069 | 55
- Cc1cccc(C)c1OCC(=O)Nc1ccc(S(N)(=O)=O)cc1
 : i | 0.026 | 41
- Cc1cc(C)cc(N2CC(C)Cn3c2nc2c3c(=O)n(CCN3CCOCC3)c(=O)n2C)c1 (stereo not given)
 : i | 0.07 | 16
- C=CCNC(=O)C(=O)Nc1ccc(F)c(Cl)c1
 : i | 0.06 | 44
- Cc1ccc(CN2C(=O)NC3(CCN(C(=O)C(C)C)CC3)C2=O)cc1
 : i | 0.046 | 25
- CCOc1ccc(S(=O)(=O)N2CCN(CCO)CC2)cc1
 : i | 0.089 | 47
- COC(=O)c1ccc(C(=O)NCC2(O)CCCC2)cc1
 : i | 0.074 | 54
- CCC(C(=O)NCC1CCN(C(=O)/C=C/c2ccco2)CC1)c1ccccc1 (stereo not given)
 : i | 0.056 | 35
- CN1CCc2c(sc(NC(=O)c3ccc4ncsc4c3)c2-c2nc3ccccc3s2)C1
 : i | 0.12 | 68
- CCOc1ccc(NC(=O)N2CCC3(CC2)NC(=O)N(CCc2ccccc2)C3=O)cc1
 : i | 0.084 | 37
- COC(=O)c1ccccc1NC1=C/C(=N/S(=O)(=O)c2ccc(F)cc2)c2ccccc2C1=O
 : + | 0.21* | 44*
- Cc1nc(NC(=O)c2ccc(S(=O)(=O)N3CCCCC3)cc2)sc1C
 : i | 0.1 | 49
- CCN1CCc2c(sc(N)c2-c2nc3ccccc3s2)C1
 : i | 0.058 | 27
- Cc1ccc([N+](=O)[O-])cc1NC(=O)c1ccc(C(C)(C)C)cc1
 : + | 0.066* | 42*
- Cc1ccc(S(=O)(=O)N2CCN(Cc3c(C)noc3C)CC2)s1
 : i | 0.072 | 69
- O=C(Nc1ccc2c(c1)N(C(=O)c1ccco1)CC2)c1ccccc1C(F)(F)F
 : i | 0.1 | 65

(next part)
Values run as follows: AMPAR-TARP mod | AMPAR-TARP mod agonism max-min | AMPAR-TARP mod glutamate slope
- COc1cccc(S(=O)(=O)Nc2cccc(Cl)c2)c1
 : i | 0.15 | 44
- CC(C)N1CCC(CNS(=O)(=O)c2cc(Cl)ccc2Cl)CC1
 : i | 0.074 | 57
- CN(C)C(CNC(=O)Cc1ccc(F)cc1)c1ccc(F)cc1 (stereo not given)
 : i | 0.092 | 63
- CC(C)S(=O)(=O)c1ccc(C(=O)Nc2ccc(-c3nc4ccccc4[nH]3)cc2)cc1
 : i | 0.14 | 64
- O=C(COc1ccccc1)Nc1ccc2c(c1)N(C(=O)C1CC1)CC2
 : i | 0.12 | 63
- O=C(Cn1nc(C(=O)N2CCOCC2)cc1C1CC1)Nc1ccc(F)c(Cl)c1
 : i | 0.095 | 61
- CC(NC(=O)c1csc(NS(=O)(=O)c2cccs2)n1)c1ccccc1 (stereo not given)
 : i | 0.075 | 54
- O=C(CSc1nc(=O)n(CCCO)c2c1CCC2)NCc1ccc2c(c1)OCO2
 : i | 0.049 | 47
- CCOCC(=O)NCCOc1ccc2nnc(-c3cccc(OC)c3)n2n1
 : i | 0.11 | 50
- CC(C)(C)NC(=O)N1CCC(CNS(C)(=O)=O)CC1
 : i | 0.066 | 63

A draw from above in order of SMILES length, low to high:
Values run as follows: AMPAR-TARP mod | AMPAR-TARP mod agonism max-min | AMPAR-TARP mod glutamate slope
- COc1cccc(S(=O)(=O)Nc2cccc(Cl)c2)c1
 : i | 0.15 | 44
- CN(C)C(CNC(=O)Cc1ccc(F)cc1)c1ccc(F)cc1 (stereo not given)
 : i | 0.092 | 63
- O=C(Cn1nc(C(=O)N2CCOCC2)cc1C1CC1)Nc1ccc(F)c(Cl)c1
 : i | 0.095 | 61

(next part)
Values run as follows: AMPAR-TARP mod | AMPAR-TARP mod agonism max-min | AMPAR-TARP mod glutamate slope
- CC(C)N1CCc2nc(SCC(=O)Nc3ccc(F)c(Cl)c3)[nH]c(=O)c2C1
 : i | 0.13 | 63
- CCC(=O)NCCOc1ccc2nnc(-c3ccccc3)n2n1
 : i | 0.11 | 64
- COCCn1c(N)c(S(=O)(=O)c2ccc(C)cc2)c2nc3ccccc3nc21
 : i | 0.15 | 67
- COc1cc(C(=O)Nc2ccc3c(c2)CCCN3S(C)(=O)=O)c([N+](=O)[O-])cc1OC
 : i | 0.035 | 33
- CSc1ccccc1NC(=O)c1cc2c(=O)n(C)c(=O)n(C)c2s1
 : i | 0.085 | 36
- CN(C)C(CNC(=O)Cc1ccc(-c2ccccc2)cc1)c1ccc(F)cc1 (stereo not given)
 : i | 0.095 | 38
- COc1ccc(OC)c(NC(=O)c2ccc(=O)n(Cc3ccccc3F)c2)c1
 : i | 0.067 | 49
- CC(=O)Nc1ccc(C(=O)NCCNC(=O)CC2CCCCC2)cc1
 : i | 0.081 | 43
- COC(=O)c1ccsc1NC(=O)CC1SC(N)=NC1=O (stereo not given)
 : i | 0.083 | 56
- Cn1nc(NC(=O)c2cccs2)c2c1NC(=O)CC2c1ccccc1 (stereo not given)
 : i | 0.12 | 66
- COCC(C)(O)CNC(=O)c1c(F)cccc1F (stereo not given)
 : + | 0.11* | 1.6*
- CCOC(=O)N1CCC(NS(=O)(=O)CCCOc2ccc3c(c2)OCO3)CC1
 : i | 0.084 | 60
- Cc1cc(=O)[nH]c(-n2nc(-c3ccco3)cc2NC(=O)c2cc3ccccc3o2)n1
 : i | 0.11 | 51

This is a subset; the hit share may differ from the screen's.
